# Screening data from PubChem.
# Wnt act: Wnt/beta-catenin pathway activators, primary screen, cell-based, plate reader, single point | Wnt/beta-catenin reporter cell assay, activator | activation, % at 9.35 µM | 300,000 tested, 1.2% active; in the data active means activation above about 30%, passing the limit was not always enough; inconclusive means no clear call, values can overlap the other calls;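 further: 0% = neutral control wells and 100% = positive control wells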
# E coli growth: E. coli V3065 growth inhibition, primary screen, counter-screen for AddAB inhibitor project, absorbance, OD600; 330,000 tested, 0.27% active; 18 h; inhibition, % at 11.9 µM;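 active means inhibition above the campaign's mean inhibition across all tested compounds plus 3 SD, cut at about 9.9% in these data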;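 further: uninfected addAB+ strain grown without phage in ampicillin broth; 0% = DMSO wells and 100% = ciprofloxacin 0.95 µg/ml wells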
# CAL PDZ inh: CAL PDZ peptide-binding inhibitors, primary screen, biochemical, fluorescence polarization, Cer-tagged CAL PDZ, HTS | purified CAL PDZ, TMR-peptide fluorescence polarization, 1 h | inhibition, % at 20 µM | 330,000 tested, 0.02% active;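 active means highest replicate inhibition of at least 40%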;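 further: plate controls were DMSO neutral control wells for no effect and unlabeled competitor peptide control wells for full effect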
#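 System: tagged CAL PDZ domain. Schedule: 1 h room-temperature incubation prior to read. Signal: fluorescence polarization (mP). Measure: percent inhibition from loss of millipolarization.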
# AddAB inh: growth inhibition of E. coli expressing H. pylori AddAB, primary screen, AddAB inhibitor project, absorbance; inhibition, % at 11.9 µM; 330,000 tested, 0.29% active; AID 435030, 2010; in the data active means inhibition above about 12%;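 further: 0% = vehicle wells of infected cells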
# phage Ecoli inh: growth loss of phage-infected E. coli, primary screen, RecBCD inhibitor project, absorbance, with phage, HTS | inhibition, % at 11.9 µM | 360,000 tested, 0.26% active | AID 651602, 2012; in the data active means inhibition above about 11%
# PvdQ acylase: P. aeruginosa PvdQ acylase inhibitors, primary screen, biochemical, fluorescence, plate reader and imaging, single point; PvdQ acylase [Pseudomonas aeruginosa LESB58]; purified PvdQ acylase; inhibition, % at 10 µM; 340,000 tested, 0.063% active; AID 488965, 2010; in the data active means inhibition above about 30%, passing the limit was not always enough; inconclusive means no clear call, values can overlap the other calls;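 further: 0% = vehicle neutral wells and 100% = reference inhibitor wells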
# PfHsp90 set2: growth inhibition of PfHsp90-expressing yeast, primary screen, antimalarial PfHsp90 inhibitor project, S. cerevisiae, BacTiter-Glo luminescence, single point, set 2; BacTiter-Glo ATP, 48 h; yeast lacking PDR1 and PDR3 efflux regulators; inhibition, % at 9.4 µM; 310,000 tested, 0.32% active;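 active means every replicate shows inhibition above about 80%, whatever the replicate mean, limit read from the data; inconclusive means mean inhibition reaches the set limit but some replicate falls short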;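 further: 0% = DMSO neutral controls and 100% = 20 µM radicicol positive controls; yeast relying on Plasmodium falciparum Hsp90 in place of its own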
# DAGLB inhibitor: DAGLB lipase inhibitors, primary screen, biochemical, fluorescence, HTS; 340,000 tested, 0.059% active; inhibition, % at 5.17 µM; HEK293T DAGLB membrane lysate, EnzChek fluorogenic substrate; Diacylglycerol lipase-beta (Homo sapiens), Q8NCG7; in the data active means inhibition above about 34%;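 further: 0% = enzyme with vehicle and 100% = wells lacking enzyme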
# Target sequence (Q8NCG7 whole entry, looked up): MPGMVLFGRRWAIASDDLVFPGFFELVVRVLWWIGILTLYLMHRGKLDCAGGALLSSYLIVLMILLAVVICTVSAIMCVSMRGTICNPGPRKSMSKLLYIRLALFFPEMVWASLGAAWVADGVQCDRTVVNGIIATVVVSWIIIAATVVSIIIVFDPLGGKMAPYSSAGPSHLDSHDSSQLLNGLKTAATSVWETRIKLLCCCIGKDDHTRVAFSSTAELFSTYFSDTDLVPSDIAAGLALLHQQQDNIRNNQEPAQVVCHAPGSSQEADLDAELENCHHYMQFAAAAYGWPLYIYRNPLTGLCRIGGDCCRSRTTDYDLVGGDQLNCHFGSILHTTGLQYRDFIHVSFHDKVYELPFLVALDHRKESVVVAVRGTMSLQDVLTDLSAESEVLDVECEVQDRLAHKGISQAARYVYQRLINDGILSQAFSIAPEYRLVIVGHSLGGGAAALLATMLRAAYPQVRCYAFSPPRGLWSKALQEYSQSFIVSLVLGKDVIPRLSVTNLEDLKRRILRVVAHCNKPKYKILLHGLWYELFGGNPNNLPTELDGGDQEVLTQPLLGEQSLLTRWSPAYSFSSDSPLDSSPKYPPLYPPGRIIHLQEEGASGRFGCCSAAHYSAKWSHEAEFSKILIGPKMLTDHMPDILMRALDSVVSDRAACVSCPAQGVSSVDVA
# Rtt109 HAT inh: inhibitors of C. albicans Rtt109/Vps75 HAT, primary screen, biochemical, ThioGlo CoA-SH fluorescence, plate reader. Histone acetyltransferase RTT109 (Candida albicans (strain SC5314 / ATCC MYA-2876)), …. purified Rtt109/Vps75, 4 h. inhibition, % at 34.9 µM. 330,000 tested, 0.16% active;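 active means inhibition of at least 50% in every replicate; inconclusive means best replicate reaches 50% inhibition but some replicates fall short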
# Target sequence (Q5AAJ8 whole entry, looked up): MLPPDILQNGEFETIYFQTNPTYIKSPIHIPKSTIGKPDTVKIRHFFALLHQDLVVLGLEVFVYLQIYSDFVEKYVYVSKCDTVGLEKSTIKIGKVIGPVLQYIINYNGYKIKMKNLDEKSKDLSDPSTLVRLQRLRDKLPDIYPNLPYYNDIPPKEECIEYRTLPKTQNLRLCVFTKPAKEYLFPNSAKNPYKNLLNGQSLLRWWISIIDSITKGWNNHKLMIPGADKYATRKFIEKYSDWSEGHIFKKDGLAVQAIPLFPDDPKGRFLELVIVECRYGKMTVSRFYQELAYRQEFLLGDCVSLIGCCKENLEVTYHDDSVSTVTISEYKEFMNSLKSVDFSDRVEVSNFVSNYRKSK
# Tat export inh: E. coli Tat export inhibitors, primary screen, MC4100, TorA-mCherry reporter, fluorescence, single point; inhibition, % at 10 µM; 340,000 tested, 0.036% active;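 active means mean replicate inhibition at least 50% and at least half of replicates individually reaching 50%; inconclusive means only one of the two criteria met; inactive means neither criterion met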;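 further: exported cargo escapes ClpAP degradation while cytoplasmic cargo is degraded and loses fluorescence; 0% = median of neutral control wells and 100% = median of NaSCN control wells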
# Starred values were filed as active, the others as inactive; ? = inconclusive; . = not tested or not shown.
SMILES,Wnt act,E coli growth,CAL PDZ inh,AddAB inh,phage Ecoli inh,PvdQ acylase,PfHsp90 set2,DAGLB inhibitor,Rtt109 HAT inh,Tat export inh
Cc1cccc(C(=O)NC2CCN(CC(=O)Nc3ccc4c(c3)OCO4)CC2)c1,-1,2.6,-1.0,1.5,2.1,-9,-22,1,-13,-1
CCc1nnc(NC(=O)C(c2ccccc2)c2ccccc2)s1,0,2.3,-3.0,3.3,-0.7,-13,-64,0,-4,3
COC(=O)C(C)Sc1nnc(SC(C)C(=O)OC)s1 (stereo not drawn),.,0.2,0.2,3.7,2.2,-7,-9,-2,-6,-11
Cc1occc1C(=O)NNC(=O)c1ccc(F)cc1,-1,-1.8,-2.3,2.1,1.9,-9,8,2,16,1
CC(=O)NCc1ccc(S(=O)(=O)N2CCN(c3ccccn3)CC2)cc1,-2,-0.6,0.3,3.7,1.4,-8,7,-2,-8,15
O=C(Cc1ccc(F)cc1)Nc1c(C(=O)N2CCN(c3ncccn3)CC2)oc2ccccc12,3,-0.3,-1.0,2.9,1.7,-4,14,1,10,3
Cc1cc(C)n(-c2ccc(C(=O)OCC(=O)Nc3ccc(S(=O)(=O)N4CCCCC4)cc3)cc2)n1,.,0.6,.,0.8,.,8,-8,-10,-5,-8
COc1ccc(OC)c(N/C=C2/CCCCC2=O)c1,.,0.4,-1.5,1.5,4.6,-12,21,0,12,3
Nc1nnc(CC(=O)N/N=C/c2cccc(OCCOc3ccccc3)c2)s1,.,1.8,0.1,4.6,-0.6,-10,.,-1,-2,0
COc1ccc(CCNc2ccc(C(CC(N)=O)NC(=O)c3cc(OC)ccc3OC)cc2[N+](=O)[O-])cc1 (stereo not drawn),-1,-3.9,-0.5,2.8,-0.4,-1,14,9,1,-2
COc1cccc(CNS(=O)(=O)c2ccc3c(c2)CCN3C(=O)C2CC2)c1,-1,0.9,-1.6,-1.0,2.8,-10,-5,1,-4,2
O=[N+]([O-])c1ccc(CNc2cccc(F)c2)s1,-2,2.6,1.0,4.3,3.5,-2,-13,-1,6,0
COc1cc(OC)cc(-c2c(-c3cccs3)c3cc(-c4ccc5c(c4)OCO5)ccc3n2C)c1,-8,0.5,0.6,2.3,2.2,-16,-29,1,0,5
Cn1c(=O)c2[nH]c(C3CC4CCC3C4)nc2n(C)c1=O (stereo not drawn),-1,.,-2.5,.,-0.1,1,-1,-3,-2,-1
CC1(C)CC(=O)C(C(C2=C(O)CC(C)(C)CC2=O)c2ccc(Cl)c([N+](=O)[O-])c2)C(=O)C1 (stereo not drawn),0,1.8,-0.1,1.7,1.8,-2,16,-3,1,-5
CCOC(=O)C1CCCN(S(=O)(=O)c2ccc(C)cc2)C1 (stereo not drawn),-3,2.4,-0.6,2.1,1.9,10,.,-3,6,-1
CCc1ccc(NC(=S)N(Cc2cccnc2)Cc2ccco2)cc1,-1,-2.3,-0.2,1.4,2.5,10,5,-4,18,-2
O=C(NN=C(c1ccccc1)c1ccccn1)c1ccccc1,-5,-3.1,-1.0,-1.1,-4.2,-20,-7,1,-4,-7
COc1ccc(C2c3cc(OC)c(OC)cc3CCN2C(=O)c2ccccc2)cc1OC (stereo not drawn),-3,0.6,-19,-0.5,2.1,-2,10,1,4,38
CN(Cc1ccccc1)C(=O)CCCn1c(=O)[nH]c2cc(Cl)ccc2c1=O,-2,0.0,.,0.5,-2.1,-1,-5,-3,-7,-14

# Taken from the results shown, three compounds:
SMILES,Wnt act,E coli growth,CAL PDZ inh,AddAB inh,phage Ecoli inh,PvdQ acylase,PfHsp90 set2,DAGLB inhibitor,Rtt109 HAT inh,Tat export inh
O=C(NN=C(c1ccccc1)c1ccccn1)c1ccccc1,-5,-3.1,-1.0,-1.1,-4.2,-20,-7,1,-4,-7
COc1ccc(C2c3cc(OC)c(OC)cc3CCN2C(=O)c2ccccc2)cc1OC (stereo not drawn),-3,0.6,-19,-0.5,2.1,-2,10,1,4,38
CN(Cc1ccccc1)C(=O)CCCn1c(=O)[nH]c2cc(Cl)ccc2c1=O,-2,0.0,.,0.5,-2.1,-1,-5,-3,-7,-14

# Other entries:
SMILES,Wnt act,E coli growth,CAL PDZ inh,AddAB inh,phage Ecoli inh,PvdQ acylase,PfHsp90 set2,DAGLB inhibitor,Rtt109 HAT inh,Tat export inh
O=C(Nc1ccccc1C(=O)O)c1ccc(NC(=O)c2ccc(Br)o2)cc1,0,0.9,-3.7,1.7,.,-9,.,11,10,22
O=C(CN1C(=O)NC2(CCCC2)C1=O)OCC(=O)c1cccc(Cl)c1,-2,.,-1.9,.,-0.2,-3,.,3,4,-3
OC(c1ccc(Cl)cc1)C(O)c1nc2ccccc2[nH]1 (stereo not drawn),.,2.1,.,1.1,3.1,-7,11,-1,-8,12
CCOc1ccc(-c2nnc(-c3ccco3)o2)cc1OCC,25,0.3,-0.2,3.6,2.0,-11,.,-2,8,6
CC(=O)NC(CC(C)C)C(=O)NC(=O)NCc1ccccc1 (stereo not drawn),.,-2.3,-0.2,1.7,3.1,-14,33,-3,-13,9
Cc1csc(CNc2ncnc3ccc(-c4ccccc4Cl)cc23)c1,-1,0.1,-1.1,2.1,3.8,-12,9,-5,1,-3
COc1cc2cc(C)c3nnc(SCC(=O)Nc4cc(C)on4)n3c2cc1OC,-2,-0.6,-0.7,2.5,3.4,-17,-30,-1,0,-4
COc1ccc(C(C(=O)NC(C)(C)C)N(C(=O)CCC(=O)Nc2cc(C)on2)c2cccc(F)c2)cc1 (stereo not drawn),-2,2.3,-2.0,0.2,1.9,-1,-2,2,12,2
O=C(CSCc1ccc(Cl)cc1)NCc1ccccn1,11,-1.3,-2.5,-1.9,1.6,3,-9,-2,.,-1
CCOC(=O)c1sc(NC(=O)CSc2nc(-c3ccco3)cc(C(F)(F)F)n2)c(C(=O)OCC)c1C,2,.,-3.9,.,0.6,-16,6,-4,1,-1
O=C(C[C@@H]1C/C=C\C[C@H](NC(=O)OCC2c3ccccc3-c3ccccc32)C(=O)OC[C@H]2CCCN2C1=O)N[C@@H](CO)Cc1ccccc1,0,-3.8,-0.6,0.3,0.6,-21,-7,0,-12,19
CN(CCOc1ccccc1)C(=O)CCc1c[nH]c2ccccc12,4,0.9,0.4,-1.2,2.0,-6,3,1,2,12
NC(=S)Nc1nc2ccccc2s1,-5,-1.3,-2.0,3.8,-0.8,-5,16,1,-3,18
Cc1cccc(Nc2nc3c(c(=O)n(C)c(=O)n3C)n2Cc2ccccc2)c1,.,.,-1.1,.,1.5,-6,-10,-1,-6,5
CCn1nnnc1SCC(=O)Nc1cc(C)on1,-6,-18,-1.9,1.6,0.6,0,-1,2,-38,-2
N#C/C(=N\Nc1ccc(Cl)cc1)C(=N)N1CCCCC1,.,2.2,.,3.7,4.5,-17,4,5,1,0
O=C(CS(=O)c1ccc(Br)cc1)N1CCOCC1 (stereo not drawn),1,0.6,-0.1,2.1,2.1,-9,17,-2,-7,-5
O=C(CCCCCn1c(=S)[nH]c2cc3c(cc2c1=O)OCO3)NCCc1ccccc1,-1,0.8,-2.4,0.6,0.3,-2,9,3,-7,-5
COc1ccc(C(=O)NC2CC2)cc1OC1CCN(Cc2ccccc2F)CC1,4,-0.9,-0.2,1.6,0.3,0,-1,1,-4,-6
COc1ccc(OC)c(Cc2nnc(CCC(=O)NC3C4CC5CC(C4)CC3C5)o2)c1 (stereo not drawn),-5,-2.2,-1.4,0.8,0.5,-11,0,0,9,2

# In another format: entries from further up.
# Every second line gives: Wnt act | E coli growth | CAL PDZ inh | AddAB inh | phage Ecoli inh | PvdQ acylase | PfHsp90 set2 | DAGLB inhibitor | Rtt109 HAT inh | Tat export inh
CCc1ccc(NC(=S)N(Cc2cccnc2)Cc2ccco2)cc1
→ -1 | -2.3 | -0.2 | 1.4 | 2.5 | 10 | 5 | -4 | 18 | -2
O=C(NN=C(c1ccccc1)c1ccccn1)c1ccccc1
→ -5 | -3.1 | -1.0 | -1.1 | -4.2 | -20 | -7 | 1 | -4 | -7

# Other records follow:
SMILES,Wnt act,E coli growth,CAL PDZ inh,AddAB inh,phage Ecoli inh,PvdQ acylase,PfHsp90 set2,DAGLB inhibitor,Rtt109 HAT inh,Tat export inh
CCOC(=O)CN1C2=NCCCN2c2ccccc21,-6,-2.9,0.7,1.3,2.6,-18,-6,1,4,1
CSc1ccccc1C(=O)Nc1cc(C)ccc1C,-6,0.9,-2.8,2.2,3.6,-1,-20,-1,.,-5
CC(CCc1ccccc1)NS(=O)(=O)c1ccccc1Cl (stereo not drawn),0,-0.2,-2.2,1.0,0.3,-9,-10,-5,3,8
CC(NC(=O)Nc1cccc([N+](=O)[O-])c1)c1ccc2c(c1)OCO2 (stereo not drawn),-2,-1.7,0.4,0.1,0.4,12,-8,-2,10,8
O=C(Nc1ccccc1)OCCOc1ccccc1,.,-1.8,.,0.6,1.2,3,3,-6,2,-3
COCCNC(=O)CN(C(=O)CCC(=O)Nc1cc(C)on1)c1ccc(C)cc1C,1,0.7,-2.1,-0.6,2.8,-5,5,5,-4,-3
CC(C)CC(OC(=O)c1nsc(Cl)c1Cl)C(=O)NCC1CCCO1 (stereo not drawn),-1,1.8,-1.4,4.0,2.2,-13,-78,-1,0,1
CC(=O)N1CCN(c2cc(N3CCc4ccccc4C3)c(F)cc2[N+](=O)[O-])CC1,-2,-0.6,-1.5,2.3,-1.1,7,.,9,20,1
O=C(CN1CCN(Cc2ccccc2)CC1)Nc1ccc2c(c1)CCC2,-2,0.2,-2.0,8.3,1.4,6,9,-2,-3,6
Cc1ccc(/C=C/C(=O)O)cc1S(=O)(=O)NCCO,.,-1.2,1.1,2.4,2.0,-2,.,0,-1,3
CCOC(=O)c1ccc(COc2ccc(C(C)C)cc2)o1,?,0.1,-3.8,-2.2,4.2,-15,-7,-17,.,5
CCC(C)n1nccc1NC(=O)C(C)OC(=O)c1cc2ccccc2[nH]1 (stereo not drawn),-3,1.1,-1.0,0.2,2.8,-4,60,1,7,1
Cc1cccc(CN2CCC(C(=O)Nc3cccc(-c4cccc(F)c4)c3)CC2)n1,-1,-5.2,-2.4,-1.5,1.0,-6,3,1,3,4
Cc1cccc(Sc2c([N+](=O)[O-])ncn2C)n1,.,1.6,1.6,2.8,1.9,3,6,-3,5,12
O=C(CCC(=O)N/N=C/c1c[nH]c2ccccc12)NCc1ccccc1,.,-0.2,-0.2,1.4,2.7,-1,-3,5,-4,0

# Complete entries, quoted from the list:
# `CCn1nnnc1SCC(=O)Nc1cc(C)on1` across the screens: Wnt act: -6; E coli growth: -18; CAL PDZ inh: -1.9; AddAB inh: 1.6; phage Ecoli inh: 0.6; PvdQ acylase: 0; PfHsp90 set2: -1; DAGLB inhibitor: 2; Rtt109 HAT inh: -38; Tat export inh: -2
# `CCOC(=O)c1sc(NC(=O)CSc2nc(-c3ccco3)cc(C(F)(F)F)n2)c(C(=O)OCC)c1C` across the screens: Wnt act: 2; E coli growth: .; CAL PDZ inh: -3.9; AddAB inh: .; phage Ecoli inh: 0.6; PvdQ acylase: -16; PfHsp90 set2: 6; DAGLB inhibitor: -4; Rtt109 HAT inh: 1; Tat export inh: -1

# Compounds were not picked by outcome; about 1.9% have a hit in one of these screens.
